Screens: PubChem, National Center for Advancing Translational Sciences (NCATS)
ALOX12 inhib – 12-hLO (ALOX12) enzyme inhibition; P18054; purified 12-hLO, xylenol orange hydroperoxide absorbance; Potency, µM (highest dose often 57.1 µM), inactives show top-dose activity change, negative = inhibition, actives largely listed as inhibitors; 150,000 tested, 0.12% active; AID 1452; note: potency is the fitted concentration of half-maximal effect; nearly all actives have a fitted effect of over 55% in size; many of its hits are not listed in these tables
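Xylenol orange chromogenic assay: hydroperoxide from 12hLO oxidises Fe(II), giving red-shifted Fe(III)-XO absorbance. Conditions: 150 nM enzyme, 40 uM arachidonic acid, 25 mM Hepes pH 7.0, 0.01% Triton X-100, 30 min, room temperature.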
15-hLO-2 inh – inhibitors of human 15-lipoxygenase 2 (ALOX15B); purified 15hLO-2, xylenol orange hydroperoxide absorbance; Potency, µM (highest dose often 57.1 µM), without a hit: at the highest dose activity change, negative = inhibition, actives largely listed as inhibitors; 110,000 tested, 0.56% active; AID 881; note: potency is the fitted concentration of half-maximal effect; nearly all actives have a fitted effect of over 60% in size; many of its hits are not listed in these tables
Target sequence (O15296 whole entry, looked up): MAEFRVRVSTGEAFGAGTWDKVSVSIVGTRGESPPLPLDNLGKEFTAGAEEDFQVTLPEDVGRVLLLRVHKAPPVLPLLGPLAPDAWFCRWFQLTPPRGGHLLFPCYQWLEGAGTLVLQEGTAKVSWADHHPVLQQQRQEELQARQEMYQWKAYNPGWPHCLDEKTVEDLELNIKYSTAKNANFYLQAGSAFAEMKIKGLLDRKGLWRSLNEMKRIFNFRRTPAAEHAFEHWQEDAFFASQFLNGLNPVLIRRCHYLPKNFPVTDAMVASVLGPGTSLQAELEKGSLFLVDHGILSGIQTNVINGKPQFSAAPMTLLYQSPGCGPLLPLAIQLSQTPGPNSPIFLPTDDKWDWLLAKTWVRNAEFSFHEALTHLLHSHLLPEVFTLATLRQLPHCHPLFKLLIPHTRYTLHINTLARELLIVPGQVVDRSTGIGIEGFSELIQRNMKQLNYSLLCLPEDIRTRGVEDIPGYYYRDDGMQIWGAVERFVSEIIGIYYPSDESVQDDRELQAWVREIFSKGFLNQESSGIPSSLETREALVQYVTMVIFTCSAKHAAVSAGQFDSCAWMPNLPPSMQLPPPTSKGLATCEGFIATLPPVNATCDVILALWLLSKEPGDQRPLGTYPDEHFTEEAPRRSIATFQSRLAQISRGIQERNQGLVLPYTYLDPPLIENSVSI
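Purified human 15hLO-2 (50 nM final) preincubated with compounds 15 min at room temperature in 25 mM Hepes pH 7.5, 0.01% Triton X-100, then 45 uM arachidonic acid added for 90 min; hydroperoxide detected via ferrous/xylenol orange, 573/405 nm absorbance ratio.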
IMPase inh – cell-permeable inhibitors of inositol monophosphatase (IMPase). AID 901. inhibition (IP1 accumulation), % at 46.1 µM. 120,000 tested, under 10 active. P97697. CHO-M1 cells, IP1 accumulation, HTRF TR-FRET ratio; active = well fitted curve in the direction sought with a large enough effect in the signal ratio, not every such curve was filed as active; inconclusive = small, poorly fitted or top-dose-only effect, or a change in a side signal; inactive = no such curve, though single readings can be large or run the other way; the % refers to the signal ratio;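 note: cells stimulated with carbachol in lithium chloride buffer; plate controls were DMSO basal wells for no effect and reference inhibitor wells for full effect; higher means more IMPase inhibition seen as more IP1 and lower FRET ratio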
Target sequence (P97697 whole entry, looked up): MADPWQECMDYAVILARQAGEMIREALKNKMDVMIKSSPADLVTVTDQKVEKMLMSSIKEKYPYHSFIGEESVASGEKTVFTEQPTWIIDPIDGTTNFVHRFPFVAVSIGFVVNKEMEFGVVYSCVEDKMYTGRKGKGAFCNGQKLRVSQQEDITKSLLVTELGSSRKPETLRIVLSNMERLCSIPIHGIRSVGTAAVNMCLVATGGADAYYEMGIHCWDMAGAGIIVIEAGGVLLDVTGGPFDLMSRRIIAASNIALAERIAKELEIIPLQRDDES
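Elevated IP1 in lysates lowers TR-FRET signal (665/620 ratio and 620 channel reported). Cells were CHO-M1, given carbachol (50 uM as added) plus 50mM LiCl, pH 7.4, 30 min, 37C; compounds titrated up to 46 uM; AC50 by Hill equation.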
PNC inhibitor – perinucleolar compartment assembly inhibition. PC3M PTB-GFP, PNC prevalence imaging, 16 h; stronger effect = lower value. activity change (PNC), negative = inhibition, % at 10 µM. 140,000 tested, 3.1% active. AID 2417;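 active = readout at or below -70, meaning at least 70% loss of cells showing the perinucleolar compartment, a nuclear body marking cancer cells; inconclusive = readout between -30 and a set limit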;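 note: plate controls were DMSO wells for no effect and camptothecin positive control wells for full effect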
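Read-out is percentage of cells bearing a perinucleolar compartment, from automated 20x imaging of fixed, Hoechst-stained PC3M PTB-GFP cells. Cells were seeded 4 h, then exposed 16 h to compound (23 nl of library stock) in duplicate plates.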
Numbers without * were called inactive; ? = inconclusive; . = no result given; [ ] = remark or other dose. Unless noted, calls come from the whole dose curve; as a rule, active = well fitted curve in the direction sought with a large enough effect; inconclusive = small, poorly fitted or top-dose-only effect, or another doubt; inactive = no such curve, though single readings can be large; an effect the other way counts as inactive or inconclusive. Unless noted, % is set by controls: 0 for no effect and ±100 for the full control effect. An excerpt. The share of hits here may be higher or lower than overall.

Screens in order: ALOX12 inhib	15-hLO-2 inh	IMPase inh	PNC inhibitor
1	COc1ccccc1N1CCN(C(=O)c2cc(-c3ccc(Br)cc3)on2)CC1
 : 6%	14%	1	15
2	O=C(Nc1cc(S(=O)(=O)N2CCOCC2)ccc1O)c1ccco1
 : 1%	-2%	0	17
3	Cc1ccc(NC(=O)c2cccc(N(C)C)c2)cc1NC(=O)c1ccc(O)cc1
 : -3%	13%	4	.
4	C#CCN1C(=O)S/C(=C/c2cc(C)n(CC)c2C)C1=O
 : -1%	.	-4	17
5	CCOc1ccc(N(CC)C(=O)CCNC(=O)Cn2ccc3ccccc3c2=O)cc1
 : 2%	2%	4	-5
6	COc1ccc(C2NC(=O)C(C)S2)cc1 (stereo not drawn)
 : 3%	-9%	7	-4
7	Cc1cc(-n2c(C)cc(C(=O)CSc3nc4ccccc4c(=O)n3Cc3ccco3)c2C)no1
 : 4%	0%	4	23
8	CCOc1ccccc1NC(=O)CCC(=O)Nc1ccc2nc(N3CCN(C)CC3)cc(C)c2c1
 : 7%	40%[activator]	3	-16
9	CCOc1ccc(C(=O)NCC(=O)OCc2cc(C(C)=O)ccc2OC)cc1
 : 1%	.	-1	?
10	COc1ccc(C(=O)Nc2nc(C)c(C)s2)cc1OC
 : -8%	33%[activator]	7	-23
11	CCc1ncc(CO)n1Cc1cccc2ccccc12
 : 0%[11.4 µM]	-3%[11.4 µM]	.	.
12	Cc1ccc(C(=O)OCC(=O)c2c[nH]c3ccccc23)cc1
 : 0%	.	.	68
13	CCCn1c(N)c(C(=O)CSc2nnc(Cc3ccccc3)o2)c(=O)n(C)c1=O
 : 29%	.	13	-100*
14	CCOc1ccc(N(CC(=O)OC)S(=O)(=O)c2c(C)noc2C)cc1
 : 3%	5%	-3	18
15	O=C(c1cnccn1)N1CCN(c2ccccc2)CC1
 : 0%	-1%	-1	5

Screens in order: ALOX12 inhib	15-hLO-2 inh	IMPase inh	PNC inhibitor
16	O=c1[nH]c(CSc2ncc(-c3ccc(F)cc3)n2Cc2ccco2)nc2ccccc12
 : -8%	19%	22	?
17	O=C(N/N=C/c1ccc2c(c1)OCO2)C1COc2ccccc2O1 (stereo not drawn)
 : -5%	5%	10	?
18	CC(=O)OC(C)(C)C#CCN1CCCC1
 : 2%	-3%	4	15
19	Cc1ccsc1/C=N/n1c(COc2ccccc2)n[nH]c1=S
 : 0%	.	-3	-17
20	CCOC(=O)c1c(N)sc2c1CCC1C(=O)N(C3CCCCC3)C(=O)C21 (stereo not drawn)
 : -10%	6%[2.29 µM]	-2	-6
21	C=CCn1c(SCC(=O)c2ccccc2)nnc1-c1cc2ccccc2o1
 : -5%	-22%	-3	?
22	CCCCCCCCOC(=O)c1ccc(N)cc1
 : -3%	.	10	-18
23	Cc1cccc(NC(=S)NC(=O)/C=C/c2ccco2)n1
 : -8%	-20%	-1	-1
24	CCOC(=O)C(CCOc1cccc(CC)c1)C(=O)OCC
 : -1%	0%	0	56
25	COc1cc(NS(C)(=O)=O)ccc1Cc1c2ccccc2nc2ccccc12
 : 2%	-4%	.	.
26	CC1CCC2C(=O)N(c3ccc(S(=O)(=O)c4ccccc4)cc3)C(=O)C2C1 (stereo not drawn)
 : 0%	.	.	?
27	Cc1ccc2cc3cc(C(=O)N4CCN(Cc5ccccc5)CC4)sc3nc2c1
 : 10%	2%	-1	-9
28	OC1(c2cccc(C(F)(F)F)c2)CCN(Cc2nnnn2CCc2ccccc2)CC1
 : -4%	.	-22[0.369 µM]	?
29	CS(=O)(=O)N(CC(=O)N1CCCCC1)C1CCCCC1
 : 3%	2%	0	37
30	O=C(Nc1nccs1)C1C2/C=C\CCCCC21 (stereo not drawn)
 : -2%	13%	-4	?

Screens in order: ALOX12 inhib	15-hLO-2 inh	IMPase inh	PNC inhibitor
31	CCC(=O)Nc1ccc2c(c1)ncn2-c1ccc(OC)cc1
 : 4%	.	3	?
32	O=C(NCc1cccs1)c1cnn2cccnc12
 : -1%	-4%	-10	21
33	COc1ccc(C(=O)Nn2c(C)nnc2-n2nc(C)cc2C)cc1OC
 : 1%	.	13	-6
34	Nc1sc2c(c1C(=O)c1ccccc1)CCCC2
 : -21%	?	-4	6
35	OCC1(CO)COC2(CCCC2)N1
 : 5%	0%	-11	35
36	O=C(NCCNc1ccc([N+](=O)[O-])cc1)c1cccc(Br)c1
 : -1%	.	.	-8
37	O=C(NCCc1cccc(F)c1)[C@@H]1CSC2c3ccccc3C(=O)N21 (stereo partly drawn)
 : -3%	4%	7	65
38	CCCc1nc2c(=O)n(C)c(=O)[nH]c2n1CCC
 : -4%	7%	-3	24
39	O=C(Oc1c(Cl)cc(Cl)c2ccccc12)N1CCCC1
 : -11%	-4%	3	57
40	CS(=O)(=O)N1CCC(C(=O)NCc2ccco2)CC1
 : 6%	1%	3	?
41	Cc1c(C(=O)NN2CCOCC2)nn(-c2ccc(Cl)cc2Cl)c1-c1ccc(I)cc1
 : -4%	23%	10	.
42	N#Cc1ccc(Oc2ccc(C(N)=O)cc2)cc1C#N
 : -4%	0%	-4	12
43	Cc1ccccc1OCC(=O)OCC(=O)c1ccc(OCc2ccccc2)cc1
 : -1%	.	.	44
44	CCn1c(C)nc2cc(C(=O)NNS(=O)(=O)c3c(C)c(C)cc(C)c3C)ccc21
 : 0%	5%	6	?
45	CCc1nc(N)nc2c1C(=O)CC(C)(C)C2
 : -5%	4%	?	5

Three structures from above, ordered by count of non-hydrogen atoms, lowest first:
Screens in order: ALOX12 inhib	15-hLO-2 inh	IMPase inh	PNC inhibitor
32	O=C(NCc1cccs1)c1cnn2cccnc12
 : -1%	-4%	-10	21
40	CS(=O)(=O)N1CCC(C(=O)NCc2ccco2)CC1
 : 6%	1%	3	?
36	O=C(NCCNc1ccc([N+](=O)[O-])cc1)c1cccc(Br)c1
 : -1%	.	.	-8

Continuation:
Screens in order: ALOX12 inhib	15-hLO-2 inh	IMPase inh	PNC inhibitor
46	O=C(c1cc2ccccc2oc1=O)N(Cc1ccc2c(c1)OCO2)Cc1ccco1
 : -12%	-1%	6	?
47	COc1ccc(C(=O)N[C@H](C(=O)Nc2nc3c(s2)CCCC3)C(C)C)cc1
 : -2%	.	.	-19
48	CCOC(=O)/C=C/C(=O)OCC(=O)Nc1ccc(OC)c(Cl)c1
 : -3%	.	.	38
49	COc1ccc(CCNC(=O)CSc2ccccc2)cc1OC
 : 0%	.	.	10
50	CCCCCCOC(=O)C(C#N)c1nc2ccccc2nc1N1CCCCC1 (stereo not drawn)
 : -1%	3%	8	-30
51	CCCCNc1nnc(SCC(=O)c2c[nH]c3ccccc23)s1
 : 1%	.	.	22
52	Cc1cc(C)nc(NC(=O)c2cc(-c3ccc(C)s3)nc3ccccc23)c1
 : -3%	.	.	-25
53	Cc1cc(C)cc(NC(=O)NCc2nnc(SCc3ccccc3)n2C)c1
 : 7%	2%	19	?
54	CCN(CC)Cc1csc2ccc(Br)cc12
 : 2%	34%[activator]	9	83
55	N#CC1=C(N)SC(N)=C(C#N)C1c1ccc([N+](=O)[O-])cc1
 : ?	.	13	50
56	COC(=O)N1CCC2(CC1)CCN(c1ccccn1)CC2
 : 2%	-3%	.	.
57	COc1ccc(COc2cc(-c3cccc(OC)c3)nc3ccc(NC(=O)c4ccc(OC)cc4)cc23)cc1
 : -1%[0.00818 µM]	9%[0.0915 µM]	.	-30
58	O=C(Cn1nc(C(F)(F)F)c2c1CCCC2)NCCN1CCOCC1
 : 1%	3%	0	50
59	COc1cccc(-c2cc(C(=O)N/N=C/c3ccc(OC)c(COC(C)=O)c3)c3ccccc3n2)c1
 : -11%	-7%	-1	-23
60	CN(C)CC(CN(C)C)c1ccccn1
 : 3%[11.4 µM]	1%[11.4 µM]	.	.

Screens in order: ALOX12 inhib	15-hLO-2 inh	IMPase inh	PNC inhibitor
61	COCCNC(=O)c1nc2c(nnn2Cc2cc(C)ccc2C)c(=O)[nH]1
 : 2%	.	0	?
62	COc1cc(CC(=O)O)c(C(C)=O)cc1OC
 : 5%	.	5	-2
63	Nc1nnc(SCc2cccnc2)s1
 : 1%	8%[2.29 µM]	-2	?
64	COc1cc(CC(=O)Nc2ccc3nc(C)sc3c2)cc(OC)c1OC
 : -2%	.	.	-13
65	COc1ccc2c(c1)c1ccccc1n2C
 : 1%	12%	-4	?
66	COc1cccc(-c2[nH]nc3c2C(c2ccsc2)C(C#N)=C(N)O3)c1 (stereo not drawn)
 : 1%	.	8	-20
67	Cc1cc(=O)c(C(=O)O)cn1Nc1ccc(Cl)cc1
 : -23%	-2%	-1	?
68	COC(=O)C1=C(O)/C(=C\c2ccc(CNC(=O)C(=O)Nc3ccc(C)cc3)o2)N=C1C
 : -5%	-26%	3	21
69	O=C(Oc1ccc(Cl)c2ccccc12)N1CCCCC1
 : -6%	5%	1	?
70	CCc1nnc(NC(=O)CSc2nc(-c3ccccc3)cc(-c3ccc(F)cc3)c2C#N)s1
 : -1%	-15%	-6	24
71	CC(C)(C)C(=O)c1cnc(Nc2ccccc2Cl)s1
 : -4%	13%	?	13
72	COc1ccc2ccc3c(c2c1)N=C[C@]1(O3)N(C)c2ccccc2C1(C)C
 : ?	?	16	100
73	Cc1ccc(S(=O)(=O)NC(=O)c2ccc(-c3ccc(C)c4ccccc34)o2)cc1
 : -13%	.	.	35
74	CC(CCC(=O)O)C1CCC2C3C(O)C[C@@H]4CC(O)CC[C@@]4(C)C3CC(O)[C@]12C (stereo partly drawn)
 : 2%	-1%	.	.
75	COc1ccc(-c2nc3ccccc3c(=O)n2CCOc2ccccc2C)cc1
 : 0%	.	.	-121*

Screens in order: ALOX12 inhib	15-hLO-2 inh	IMPase inh	PNC inhibitor
76	COc1ccc(/C=C/C(=O)Nc2cc(C(F)(F)F)ccc2Cl)cc1
 : -1%	7%	11	4
77	Cc1cc(NC(=O)CSc2nc(CC(C)(C)C)nc3c2c(=O)n(C)c(=O)n3C)no1
 : 5%	-4%	2	-23
78	CCOC(CCn1c(SCc2cccc([N+](=O)[O-])c2)nc2ccccc2c1=O)OCC
 : 0%	.	.	-25
79	CCNC(=O)NC(=O)COC(=O)CCCSc1nc2ccccc2[nH]1
 : 1%	6%	4	10
80	CCN(CC)CCNC(=O)CS(=O)Cc1nc(-c2ccc(Cl)cc2)oc1C (stereo not drawn)
 : 0%	.	5	96
81	CC(C)NC(=O)c1onc(CSc2ccccc2F)c1C(=O)O
 : 1%	-7%	3	-84*
82	COC(=O)[C@@H]1C[C@H]2CC[C@H](O)C[C@H]2N1Cc1ccc(N2CCOCC2)cc1
 : 1%	-2%	.	.
83	N#C/C(=C\c1ccc(O)c(O)c1)C(=O)c1ccc(O)c(O)c1
 : ?	-29%	?	.
84	CCOc1cc(CNCCO)cc(Br)c1OCc1ccc(Cl)cc1Cl
 : ?	58%[activator]	1	?
85	CC(C)c1ccc(NC(=O)COC(=O)/C=C/c2cccc(Br)c2)cc1
 : -3%	.	-5	3

Reprinted at random: 7 compounds from above
Screens in order: ALOX12 inhib	15-hLO-2 inh	IMPase inh	PNC inhibitor
80	CCN(CC)CCNC(=O)CS(=O)Cc1nc(-c2ccc(Cl)cc2)oc1C (stereo not drawn)
 : 0%	.	5	96
84	CCOc1cc(CNCCO)cc(Br)c1OCc1ccc(Cl)cc1Cl
 : ?	58%[activator]	1	?
79	CCNC(=O)NC(=O)COC(=O)CCCSc1nc2ccccc2[nH]1
 : 1%	6%	4	10
83	N#C/C(=C\c1ccc(O)c(O)c1)C(=O)c1ccc(O)c(O)c1
 : ?	-29%	?	.
76	COc1ccc(/C=C/C(=O)Nc2cc(C(F)(F)F)ccc2Cl)cc1
 : -1%	7%	11	4
82	COC(=O)[C@@H]1C[C@H]2CC[C@H](O)C[C@H]2N1Cc1ccc(N2CCOCC2)cc1
 : 1%	-2%	.	.
85	CC(C)c1ccc(NC(=O)COC(=O)/C=C/c2cccc(Br)c2)cc1
 : -3%	.	-5	3
